# High-throughput results deposited in PubChem BioAssay by several laboratories.
# MRP reversal = compounds reversing MRP-mediated drug resistance. H69AR cells + 2 uM doxorubicin, CellTiter-Glo, 72 h. differential viability (reversal), % at 10 µM. 0.04% of 85,000 active;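 active = viability drop by adding the cancer drug above about 55%, with treated viability meeting a 40% cutoff, limit read from the data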;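 note: viability without doxorubicin minus viability with 2 µM doxorubicin for each compound; larger differential means the compound sensitizes cells more to doxorubicin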
# IL1B NFkB inh = blocks IL-1B driven NFkB nuclear translocation in HUVEC cells | inhibition, % at 2 µM | 0.43% of 94,000 active | HUVEC IL-1B NFkB p65 nuclear translocation imaging;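 active = inhibition above about 30% together with a positive call from visual inspection of the well image, limit read from the data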;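 note: nuclear over cytoplasmic p65 intensity ratio measured by imaging; 0% = IL-1B stimulated DMSO wells and 100% = unstimulated DMSO wells; values of inactives mirror those of a sister screen read the other way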
# PLAP inhibitors HTS = PLAP enzyme inhibitors, biochemical, luminescence, HTS (AID 690) | purified PLAP, luminescent substrate; higher % means a stronger effect | 0.08% of 96,000 active | one-dose inhibition, % at 20 µM; IC50 in µM for titrated hits; in the data active = a potency from the dose series; inactive = the rest, 99 in 100 with inhibition below about 30%; note: strong numbers were not always called active
# Bcl-B TR3 displacers = displacers of TR3 peptide from Bcl-B, primary screen, selectivity assay for Bfl-1 inhibitor project, biochemical, fluorescence polarization. FP displacement of FITC-TR3 peptide from Bcl-B; higher % means a stronger effect. displacement, % at 20 µM, or IC50 in µM where a hit was titrated. 0.11% of 96,000 active. AID 748;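 active = displacement above 50% at 20 µM plus a fluorescence interference ratio under 1.5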;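 note: plate controls were wells without compound for no effect and wells lacking Bcl-B protein for full effect; a part of the inactive calls stands beside numbers as strong as those of hits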
# NFkB transloc pot = enhances IL-1B driven NFkB nuclear translocation; activation, % at 2 µM; AID 819; HUVEC IL-1B NFkB p65 nuclear translocation imaging; 0.3% of 94,000 active;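 active = activation above 40%, about the mean plus 3 SD, also judged a hit on visual image review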;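 note: percent activation is computed from the nuclear over cytoplasmic p65 intensity ratio; values of inactives mirror those of a sister screen read the other way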
# MRP reversal cytotoxicity = recorded beside MRP reversal, whose call it bears; viability, %; H69AR cells, CellTiter-Glo, 72 h; measured here: cytotoxicity without doxorubicin
# MRP reversal with doxorubicin = second read-out of MRP reversal, no call of its own (marks repeat the call); viability, %; measured here: viability with 2 uM doxorubicin; stronger effect = lower value
# IL1B NFkB inh cell count 2 µM = also measured in IL1B NFkB inh; calls as there; cell count; measured here: cells passing quality filter;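 raw number of nuclei counted in each imaged well without normalization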
# NFkB transloc pot cell count 2 µM = second read-out of NFkB transloc pot, no call of its own (marks repeat the call); cell count; measured here: cells passing quality filter
# * = called active by the depositor; nt = not tested or not shown.
# Preview, three compounds:
mol,MRP reversal,MRP reversal cytotoxicity,MRP reversal with doxorubicin,IL1B NFkB inh,IL1B NFkB inh cell count 2 µM,PLAP inhibitors HTS,Bcl-B TR3 displacers,NFkB transloc pot,NFkB transloc pot cell count 2 µM
Cn1cc(S(=O)(=O)CC(=O)Nc2ccc(Br)cc2)c2ccccc21,5,95,90,-16,186,9%,4%,15,186
CC1=NN(C(N)=S)C(=O)C1N=Nc1ccc(C)cc1C (configuration not stated),nt,nt,nt,15,176,-2%,-5%,-15,176
Cc1ccc(C(=O)N2C3C=CC(C3)C2(C(F)(F)F)C(F)(F)F)cc1 (configuration not stated),5,90,84,-1,68,-4%,-11%,1,68

# The listing, from the first entry:
mol,MRP reversal,MRP reversal cytotoxicity,MRP reversal with doxorubicin,IL1B NFkB inh,IL1B NFkB inh cell count 2 µM,PLAP inhibitors HTS,Bcl-B TR3 displacers,NFkB transloc pot,NFkB transloc pot cell count 2 µM
Cn1cc(S(=O)(=O)CC(=O)Nc2ccc(Br)cc2)c2ccccc21,5,95,90,-16,186,9%,4%,15,186
CC1=NN(C(N)=S)C(=O)C1N=Nc1ccc(C)cc1C (configuration not stated),nt,nt,nt,15,176,-2%,-5%,-15,176
Cc1ccc(C(=O)N2C3C=CC(C3)C2(C(F)(F)F)C(F)(F)F)cc1 (configuration not stated),5,90,84,-1,68,-4%,-11%,1,68
O=C(NCCN1CCOCC1)c1ccccc1[N+](=O)[O-],nt,nt,nt,-12,128,6%,-5%,12,128
O=C(O)C1C2C=CC(C2)C1C(=O)Nc1ccc(C(=O)N2CCCCC2)c(Cl)c1 (configuration not stated),20,109,89,-1,169,-9%,-4%,1,169
COc1ccc(-c2csc(C)n2)cc1,4,110,105,11,78,nt,nt,-11,78
O=C(Nc1ccc2oc(-c3ccccc3)nc2c1)c1ccccc1F,-2,87,89,-9,160,nt,nt,9,160
CCCCCCSc1ncc(C#N)c(N)n1,12,97,85,-14,76,15%,-9%,15,76
C=CCSC1=C(C#N)C(c2ccccc2OCC)CC(=O)N1 (configuration not stated),-1,89,90,1,166,13%,-2%,-1,166
COc1ccc(O)c(C(=O)c2cnn(C(=O)c3cc(C)oc3C)c2)c1,-13,80,93,nt,nt,6%,-8%,nt,nt
Cn1c(CN2CCOCC2)nc2cc(NC(=O)c3ccc(Cl)cc3)ccc21,2,66,64,-4,100,-23%,-1%,4,100
Cc1ccc(C(=O)Nc2ccc(O)cc2C(=O)O)cc1,-8,101,109,-2,145,0%,4%,2,145
Clc1ccccc1-c1ccc(/C=N/n2cnnc2)o1,-7,88,95,-16,166,5%,10%,16,166
N#C/C(=C\c1ccc(-c2cccc(Cl)c2)o1)C(=O)Nc1cccc2cccnc12,-15,15,30,-9,198,7%,-110%,9,198
O=c1cc(-c2cccc3ccccc23)[nH][nH]1,0,103,103,-2,152,nt,nt,2,152
O=c1c(C=Nc2ccc(Oc3ccccc3)cc2)c[nH]n1-c1cccc(Cl)n1,nt,nt,nt,-1,94,-4%,8%,1,94
Cc1ccc2[nH]c3c(N4CCCCCC4)ncnc3c2c1,7,41,34,10,115,16%,-3%,-10,115
CC1=C(C#N)C(=O)OC(C)(C)C1,22,98,76,-10,117,3%,20%,10,117
CCn1c(CNc2cccc(Cl)c2)nnc1SCC(=O)OC1CCCCC1,20,102,82,-3,112,-82%,-6%,3,112
CCOC(=O)CSc1nc2sccc2c(=O)[nH]1,-5,106,111,9,156,9%,6%,-9,156
NC1=NC2(CCCCC2)N(c2cccc(Cl)c2)C(N)=N1,-3,96,99,8,102,-18%,-8%,-7,102
COc1ccc(-c2nnc3ccc(SC)nn23)cc1,-16,49,65,10,123,-9%,-9%,-10,123
Cn1c(=O)c2c(ncn2CC(O)CNc2ccc(Cl)cc2)n(C)c1=O (configuration not stated),-2,81,82,-20,64,4%,-4%,20,64
O=C(Nc1ccc(-c2nnc3n2CCCCC3)cc1)c1cnccn1,-2,89,91,-2,137,-8%,-2%,2,137
Cc1nnc(SCC(C)C)[nH]c1=O,9,91,82,-11,118,6%,-9%,11,118
CCc1c(C)n2nc(C)cc2[nH]c1=O,6,98,92,-11,97,-21%,-3%,11,97
Cc1nc2nc(C)c(CCC(=O)NC(C)c3ccc4c(c3)OCCO4)c(C)n2n1 (configuration not stated),-6,97,103,-23,140,3%,-4%,23,140
CC1CCCC(NC(=S)Nc2ccc(SC(F)F)cc2)C1C (configuration not stated),-3,9,12,4,188,14%,-6%,-4,188
NC(=O)c1oc2ccccc2c1NC(=O)c1ccccc1,-7,70,77,-18,68,28%,-15%,18,68
Cc1ccc2nc(N3CCC(C(=O)O)CC3)nc(-c3ccccc3)c2c1,-22,85,107,3,190,-64%,0%,-3,190
COc1cc(NC(=O)c2ccco2)ccc1NC(=O)c1ccccc1Cl,5,81,76,-12,102,10%,-1%,12,102
Cc1csc(NC(=O)CSc2nnc(Cc3cccn3C)n2-c2ccc(F)cc2)n1,20,97,77,6,48,-41%,-4%,-6,48
CCOC(=O)N1CCC(NC(=O)c2cc3sccc3n2CC)CC1,nt,nt,nt,1,132,-16%,1%,-1,132
Cc1cc(SCCC(=O)O)nc2c(C)cccc12,-1,96,97,-4,138,-15%,3%,5,138
COC(=O)C(C#N)c1nc2ccccc2nc1N1CCN(Cc2ccc3c(c2)OCO3)CC1 (configuration not stated),-16,76,92,nt,nt,-24%,-18%,nt,nt
C=C1c2cc(C)ccc2NC(=O)N1c1ccc(C)cc1,6,95,89,-4,145,14%,1%,4,145
O=C(Nc1ccc(Cl)cc1)c1ccc(-n2cccn2)c([N+](=O)[O-])c1,nt,nt,nt,4,108,4%,-2%,-4,108
O=C(Nc1ccccc1)Nc1ccc(C(=O)N2CCOCC2)cc1,5,78,73,-7,153,-15%,3%,7,153
Cc1cc(C)c(S(=O)(=O)NCC2CCC(C(=O)NCc3ccc4c(c3)OCO4)CC2)c(C)c1 (configuration not stated),nt,nt,nt,-4,186,12%,-4%,4,186
Cc1ccc(/C=N/N2CCN(Cc3ccccc3)CC2)o1,-11,97,108,0,115,11%,-4%,0,115
NCCN1CCN(CCN)CC1,2,99,97,-3,142,2%,0%,3,142
CS(=O)(=O)N1N=C(c2ccc(Br)cc2)CC1c1ccc2c(c1)OCO2 (configuration not stated),nt,nt,nt,5,115,5%,2%,-5,115
Cc1ccccc1OCC(=O)NNC(=O)Nc1ccc(Cl)cc1,nt,nt,nt,-2,100,-9%,9%,2,100
CCOC(=O)N1CCN(C(=O)Cc2ccc(Cl)cc2)CC1,22,97,75,nt,nt,-11%,-2%,nt,nt
CC(CC(C)C(=O)Nc1ccccc1C(C)(C)C)C(=O)O (configuration not stated),15,113,98,7,93,nt,nt,-7,93
O=C(c1cnn2ccccc12)N1CCCc2ccccc21,5,106,101,-9,184,17%,6%,9,184
COC(=O)c1ccc(NC(=S)N2CCN(Cc3ccccc3)CC2)cc1,nt,nt,nt,-26,122,-34%,6%,26,122
COc1cccc(-c2noc(-c3cccnc3)n2)c1,3,91,88,2,145,9%,-5%,-2,145
O=c1oc2ccccc2c2c1ncn2C1CCCCC1,-34,61,95,-5,156,-11%,-1%,5,156
Cc1ccc2c(C)nc(Nc3nc(CSc4nnc(C)s4)cc(=O)[nH]3)nc2c1,-22,34,56,9,182,-10%,-2%,-9,182
COc1ccc(S(=O)(=O)n2ccnc2)c2cccnc12,2,95,92,-1,153,20%,-6%,1,153
Cc1cc(C)cc(NC(=O)CN2CCCN(S(=O)(=O)c3ccc(Br)s3)CC2)c1,-8,53,61,-39,177,-3%,-11%,39,177
O=C(COC(=O)c1ccc(Br)o1)NCc1cccs1,nt,nt,nt,-10,209,16%,21%,10,209
O=C(O)Cn1cc2c(n1)CCCCC2,nt,nt,nt,16,141,7%,18%,-15,141
CCCc1ccc(OC(=O)c2cccs2)cc1,8,107,99,0,149,-9%,-1%,0,149
CN=C1SC(CC(=O)Nc2sc(C)c(C)c2C(=O)OC)C(=O)N1C (configuration not stated),12,87,75,-25,102,-47%,-7%,25,102
C=C(C)CSc1nnc(-c2cc(OC)c(OC)c(OC)c2)n1N,27,110,83,9,101,10%,-29%,-9,101
O=C(COc1ccccc1)Nc1ccc(S(=O)(=O)N2CCCCCC2)cc1,12,97,85,-8,85,23%,-1%,8,85
C=CCOC(=O)CCP(=O)(CCC(=O)OCC=C)c1ccccc1,12,99,86,0,123,-36%,-4%,0,123
CCCCn1c2c(c3ccccc31)CCc1nonc1-2,-8,96,103,-24,60,3%,-6%,24,60

# Carrying on:
mol,MRP reversal,MRP reversal cytotoxicity,MRP reversal with doxorubicin,IL1B NFkB inh,IL1B NFkB inh cell count 2 µM,PLAP inhibitors HTS,Bcl-B TR3 displacers,NFkB transloc pot,NFkB transloc pot cell count 2 µM
O=C(CSc1ccc(Cl)cc1)N1CCN(c2ccc([N+](=O)[O-])cc2Cl)CC1,nt,nt,nt,2,125,-4%,1%,-2,125
CC1(C(=O)N(c2ccccc2)C(C(=O)NC2CCCC2)c2ccccn2)CC(=O)N=C2C=CC=CN21 (configuration not stated),-3,90,94,0,171,-26%,10%,0,171
c1ccc(CNc2ncnc3c2ncn3C2CCCCO2)cc1 (configuration not stated),5,96,91,nt,nt,-12%,-7%,nt,nt
COc1ccc(OC)c(NC(=O)c2cn(C)c(=O)c3cc(OC)c(OC)cc23)c1,-4,72,76,-6,168,-44%,-7%,6,168
O=C(CSc1nnc(-c2ccccc2O)o1)Oc1ccc(Br)cc1,-7,93,101,10,169,3%,2%,-10,169
O=C(C1CC1)N1CCC(c2nc(-c3ccc(S(=O)(=O)N4CCCC4)cc3)no2)CC1,-7,93,99,-9,186,-68%,0%,9,186
CCC(CC)NC(=O)c1ccc2nc[nH]c2c1,nt,nt,nt,-18,156,22%,0%,18,156
C=CCn1cc(C(=O)N2CCN(C)CC2)c(=O)c2cc(S(=O)(=O)N3CCCC3)ccc21,7,97,90,13,51,-23%,13%,-13,51
COc1ccc(-c2nc(Cc3ccc(Cl)cc3)no2)cc1OC,16,105,89,-4,168,-13%,1%,4,168
CCOC(=O)c1oc2ccccc2c1CSc1nnnn1-c1ccc(C)cc1,5,78,72,7,147,nt,nt,-7,147
COc1ccccc1N1CCN(Cc2ccc(Br)o2)CC1,1,102,101,nt,nt,-23%,-7%,nt,nt
CCC1Sc2ccccc2N(CC(=O)NC2CCCC2)C1=O (configuration not stated),12,95,83,-26,131,nt,nt,26,131
CC1CCCN(c2nc3nonc3nc2N2CCCC(C)C2)C1 (configuration not stated),-16,52,69,-2,137,nt,nt,2,137
COC(=O)CC1Oc2ccccc2N(Cc2ccc(C)cc2)C1=O (configuration not stated),-12,82,93,nt,nt,5%,-13%,nt,nt
CCC(C)NS(=O)(=O)c1ccc(OCC(=O)NCc2ccco2)cc1 (configuration not stated),-4,96,101,0,149,7%,-2%,0,149
CCOC(=O)c1sc2cc([N+](=O)[O-])cc(SCC(=O)OC)c2c1N,nt,nt,nt,-51,142,-20%,-7%,51*,142*
Cc1ccc(-n2c(SCC(=O)NCC3CCCO3)nnc2-c2ccoc2C)cc1 (configuration not stated),8,91,84,4,194,-51%,-8%,-4,194
O=C(c1ccccc1Cl)N1CCNCC1,24,111,86,-20,129,18%,-8%,20,129
O=C(NCCc1ccccc1)NC1CCCCC1,11,92,81,4,162,14%,0%,-4,162
COc1ccc(C(=O)CSc2nnc(C3CCCCC3)n2N)c(OC)c1,-4,74,78,nt,nt,18%,0%,nt,nt
Cn1c(=O)c2c(nc(SCC(=O)NCc3ccc4c(c3)OCO4)n2Cc2ccccc2)n(C)c1=O,-2,89,91,-18,145,-52%,-8%,19,145

# Not all compounds are listed, so the mix of outcomes need not match the whole.
